# Source: PubChem BioAssay
# bCat nuc transl: alters nuclear translocation of beta-catenin in HeLa cells. immunofluorescence imaging. nuclear translocation activity, % at 5 µM. hit rate 0.3% among 190,000;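 active = nuclear translocation activity above 50% at 5 µM, with a well cell count of 50 or more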;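 also: per-cell ratio of nuclear to cytoplasmic median beta-catenin stain intensity; plate controls were DMSO negative control for no effect and GSK-3 inhibitor IX positive control for full effect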
#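 System: HeLa cells, endogenous beta-catenin; compound dosing: 5 µM primary single dose, 0.1% DMSO, 0.02–20 µM confirmation series; incubation: 24 h compound exposure at 37°C, 5% CO2; signal: beta-catenin immunofluorescence imaging with DAPI; evaluation: % activation, nuclear-to-cytoplasmic median beta-catenin signal ratio per cell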
# Autophagy mod: modulators of autophagy. MEF GFP-LC3 puncta imaging; test concentration mostly 10 µM. calls only at 10 µM (by protocol). hit rate 0.98% among 190,000;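 active = percentage of spot-positive cells more than 3 SD above its plate mean, without a fluorescence outlier flag or 80% toxicity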;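 also: spot-positive cell cutoff set from DMSO-treated cells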
# WT yeast gro inh: growth inhibition of WT yeast, mitochondrial fusion screen | mitochondrial fusion phenotypic screen, WT strain | inhibition, % at 10 µM | hit rate 2.1% among 190,000 | AID 1362; in the data active = inhibition above about 58%; tested in S. cerevisiae
# Myeloid diff MLP: myeloid differentiation induction | ER-HoxA9 myeloid progenitors, lysozyme-GFP differentiation, flow cytometry | calls only at 10 µM | hit rate 1% among 360,000 | AID 624256;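 active = normalized GFP-positive differentiation at or above the plate's own cutoff, the solvent-only control mean plus 3 SD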;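 also: cells exposed to compound for four days before flow analysis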
# West Nile virus CPE: West Nile virus antiviral activity, cell-based, CPE readout (AID 1621); West Nile virus-infected cells, CPE inhibition; higher % means a stronger effect; CPE inhibition, % at 10 µM, or IC50 in µM where a hit was titrated; hit rate 0.02% among 290,000; in the data active = a potency from the dose series; also: strong numbers were not always called active
# T cell modulator: T cell immune modulators affecting CD8 T cell-vesicle binding; 2C CD8+ T cell-vesicle binding, flow cytometry; active compounds read low; calls only at 7 µM; hit rate 0.068% among 330,000; AID 2052;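 active = response, share of CD8 T cells binding vesicles, and their 90th percentile fluorescence all below set limits, cut at about 80% in these data, passing the limit was not always enough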
#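 Read-out – percent CD8+ FL2 mean versus row control · System – murine 2C transgenic CD8+ T lymphocytes · Times – 1.5 h cell–vesicle binding at 37 °C, then 20 min icy labelling · Control set – naked vesicles low, QL9 vesicles with vehicle high · Detection – cytometric PE anti-B7-1 and Alexa647 anti-CD8 signals after 1% paraformaldehyde fixation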
# MT stabilize HCS: microtubule stabilization, imaging screen | HeLa tubulin immunostaining HCS, 24 h; share of cells brighter than vehicle mean+2SD | % tubulin-high responders, % at 10 µM | hit rate 0.83% among 200,000 | AID 2205;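 active = plate Z-score above 3 for both tubulin-high and condensed-nucleus cell shares, with cell loss under 80%, at 10 µM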;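 also: anti alpha tubulin signal scored within the nucleus-defined area of each cell; some results filed as inactive read as strong as hits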
# Lipid droplet: modulators of hepatic lipid droplet formation; AML12 mouse hepatocytes, oleate lipid droplets, BODIPY imaging; inhibition, % at 6.5 µM; hit rate 0.4% among 240,000;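 active = lipid droplet intensity inhibited by at least 50%, with more than 500 cells counted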
#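 Material – mouse AML12 hepatocyte cell line, fixed after treatment · Compound dosing – one dose, 6.5 µM compound · Times – compound with oleate, overnight · Measured by – Image-based BODIPY and DAPI two-channel analysis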
# Ins promoter up: MIN6 insulin promoter up-regulation; hit rate 0.3% among 190,000; z-score at 5 µM; MIN6 insulin promoter-GFP reporter, high-content imaging; active compounds read high; AID 1625;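 active = z-score above 3 at 5 µM with at least 500 cells counted in the well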
# WT yeast gro inh mutant strain: second read-out of WT yeast gro inh, no call of its own (marks repeat the call); inhibition, %; mitochondrial fusion phenotypic screen, mutant strain inhibition
# Ins promoter up cell count: second read-out of Ins promoter up, no call of its own (marks repeat the call); cell count; measured here: cytotoxicity, nuclei count;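 total cells summed across four imaged fields per well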
# Lipid droplet cells 6.5 µM: further read-out of Lipid droplet, marked with its call; cell count; measured here: cell count, cytotoxicity flag;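 cells counted across two imaged fields per well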
# bCat nuc transl cell count 5 µM: also measured in bCat nuc transl; calls as there; cell count; measured here: cell count, cytotoxicity flag
# T cell modulator vesicle-bound %: also measured in T cell modulator; calls as there; double positive events, %; measured here: CD8+ vesicle-bound cell fraction;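 binding gate set so that unloaded-vesicle control wells show 10% double positive cells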
# MT stabilize HCS Hoechst-high %: further read-out of MT stabilize HCS, marked with its call; % Hoechst-high responders; measured here: nuclear condensation Hoechst responders;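 share of cells brighter than vehicle mean plus two SD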
# MT stabilize HCS cytotoxicity %: further read-out of MT stabilize HCS, marked with its call; toxicity, %; measured here: cytotoxicity by cell density;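 0% = mean cell density of plate MIN control wells and 100% = no cells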
# Autophagy mod cell loss 18 h: recorded beside Autophagy mod, whose call it bears; toxicity, %; measured here: cell loss, nuclei count;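 cell loss after 18 h compound exposure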
# Myeloid diff MLP GFP+ MAC1+ %: also measured in Myeloid diff MLP; calls as there; GFP+ MAC1+ double positive, %; measured here: differentiation confirmed by MAC1 staining
# Active calls of the source: *; i = inactive; . = not tested or not shown.
SMILES,bCat nuc transl,bCat nuc transl cell count 5 µM,Autophagy mod,Autophagy mod cell loss 18 h,WT yeast gro inh,WT yeast gro inh mutant strain,Myeloid diff MLP,Myeloid diff MLP GFP+ MAC1+ %,West Nile virus CPE,T cell modulator,T cell modulator vesicle-bound %,MT stabilize HCS,MT stabilize HCS Hoechst-high %,MT stabilize HCS cytotoxicity %,Lipid droplet,Lipid droplet cells 6.5 µM,Ins promoter up,Ins promoter up cell count
COc1cccc(NC(=O)CSc2nc3ccccc3c(=O)n2CCCC(=O)NCCCN2CCOCC2)c1,-1.2,1145,i,15,-1,6,i,0.6,-0.7%,i,30,1.8,1.7,8.8,2,735,.,.
COc1ccc2[nH]c(=O)c(CN(Cc3nnnn3CCc3ccccc3)CC3CCCO3)cc2c1 (stereo not drawn),-3.6,927,i,14,-8,10,i,0.5,0.2%,i,13,4.7,1.1,1.7,.,.,.,.
COc1ccc(-c2c[n+](CC(=O)N3c4ccccc4Sc4ccccc43)c3n2CCC3)cc1,1.3,1297,.,.,.,.,i,0.5,-0.4%,i,34,.,.,.,.,.,-3.3,968
O=C(Nc1cc(=O)[nH]c2nc(-c3ccc(Cl)cc3)nn12)c1ccccc1,0.6,1372,.,.,.,.,.,.,0.4%,i,32,.,.,.,6,741,-0.95,915
c1ccc2c(c1)CCN(CCCNc1nc3ccccc3n3cnnc13)C2,-0.9,1121,i,-28,13,14,i,0.9,-0.1%,.,.,9.4,1.9,8.3,.,.,-3,898
C/C(=N\N=C(/N)c1nonc1N)c1ccc2c(c1)OCO2,3.2,1126,.,.,.,.,i,0.4,0.2%,i,25,.,.,.,66*,771*,1.6,862
O=C(NC(=S)NCCCN1CCOCC1)c1cccc2ccccc12,-2.1,1078,i,-5,-6,27,i,0.0,-0.9%,i,4,1.4,2.2,3.3,-4,721,0.64,1160
C=CCNC(=O)CCCc1ccccc1,-7.0,1075,i,-8,7,-1,i,0.6,-0.5%,i,41,1.7,3.2,12,.,.,0.64,1087
CC(CNS(=O)(=O)c1ccccc1)(c1ccccc1)N1CCOCC1 (stereo not drawn),-0.5,1127,i,11,-1,-5,i,0.5,-0.8%,i,60,4.4,2.8,3.3,-22,642,0.58,1638
COC(=O)COc1ccc(S(=O)(=O)NCc2ccc3c(c2)OCO3)cc1,.,.,.,.,.,.,i,0.4,-0.2%,i,57,.,.,.,4,799,.,.
CS(=O)(=O)c1ccc(NCC2CCCO2)c([N+](=O)[O-])c1 (stereo not drawn),.,.,.,.,.,.,i,0.3,-0.5%,i,19,.,.,.,-3,810,.,.
CC(=O)c1ccc(NC(=O)c2cnn3ccccc23)cc1,-6.5,1186,i,0,-6,-16,i,1.6,0.9%,i,14,4.6,4.0,5.1,.,.,-0.56,929
CC(C)(C)c1ccc(S(=O)(=O)N2CCN(C3CCCC3)CC2)cc1,.,.,.,.,.,.,i,1.5,-1.0%,i,21,.,.,.,0,854,.,.
CCCCOC(=O)/C(=C/C=C/c1ccccc1)NC(=O)c1ccccc1,-0.3,1108,i,8,2,-2,i,0.3,-1.0%,i,51,2.7,2.7,3.9,-29,769,0.65,1149
O=S(=O)(c1cccc(NC(=S)NCc2ccco2)c1)N1CCOCC1,1.6,603,i,0,-10,1,i,0.4,-0.6%,i,59,2.2,1.5,7.0,0,747,-0.31,1313
O=C1OCCC1Sc1ncnc2sccc12 (stereo not drawn),-1.8,1087,i,2,11,18,i,0.4,0.3%,i,38,2.5,2.3,12,-2,592,-1.3,1334
COc1ccc(-n2ncc3c2CC(C)(C)CC3NC(=O)c2ccoc2C)cc1 (stereo not drawn),.,.,.,.,.,.,i,0.5,-0.7%,i,17,.,.,.,13,739,.,.
COc1ccc(-c2nc(=S)c3c([nH]2)Oc2ccc(C)cc2C3)cc1O,-5.4,497,i,5,13,2,i,0.3,-0.1%,i,53,3.1,2.1,5.7,-24,683,0.19,1227
CNC(=S)N1N=C(c2ccccc2)CC1c1ccc(Br)cc1 (stereo not drawn),-2.4,1013,i,-1,41,10,i,1.1,-0.7%,i,31,3.0,0.8,5.2,.,.,-0.05,1319
O=C(COc1cccc2ccccc12)N/N=C/c1ccccc1OCc1ccc(C(=O)O)cc1,3.7,400,i,13,11,5,i,0.3,0.4%,i,62,1.5,1.3,1.3,-22,731,.,.
CCOC(=O)C1CCN(C(=O)c2ccc(N(C)S(=O)(=O)c3ccc(OC)cc3)cc2)CC1,1.2,1191,i,-30,14,-18,.,.,-0.1%,i,40,4.9,2.4,4.8,3,578,0.4,1383
O=C(NC1CCCCC1)c1cccc(COCC(F)(F)F)c1,0.4,960,i,-2,10,-6,i,0.7,-1.2%,i,43,3.6,2.0,5.7,14,796,.,.
Cc1cc(NC(=O)CCC(=O)N(CC(=O)NC2CCCC2)c2ccc(F)cc2)no1,.,.,.,.,.,.,i,1.2,-0.8%,i,54,.,.,.,1,791,.,.
N#Cc1cc(Br)ccc1N=C1CCCN1c1ccccc1,-1.0,910,i,3,12,-12,i,0.6,-1.0%,i,40,3.6,3.4,13,-7,580,-0.05,2262
Cc1ccc(C)c(N(CC(=O)NC2CCCCC2)C(=O)CNC(=O)c2ccco2)c1,.,.,.,.,.,.,i,1.9,-0.8%,i,54,.,.,.,-8,772,.,.
Cc1nc2sc(C(c3cccs3)N3CCOCC3)c(O)n2n1 (stereo not drawn),-2.1,1122,.,.,8,3,i,1.8,0.4%,i,29,2.1,2.1,7.8,-10,646,.,.
CN(C)c1ncc(S(=O)(=O)c2ccccc2)c(=O)[nH]1,.,.,.,.,.,.,i,0.8,-0.5%,i,52,.,.,.,11,841,.,.
N#C/C(=C\c1cccs1)C(=O)N1CCOCC1,-0.6,1279,.,.,.,.,i,0.6,-0.2%,i,20,.,.,.,4,736,-0.1,1053
CCCc1nnc(NS(=O)(=O)c2ccc(OC)cc2)s1,0.5,1018,i,-10,5,2,i,0.2,1.2%,i,61,2.5,0.9,4.9,-24,749,0.22,1472
CC(=O)Nc1cccc(-c2csc(NCc3ccco3)n2)c1,1.4,1063,i,23,-4,11,i,0.5,0.6%,i,15,6.6,2.3,22,-1,716,1.1,625
O=C(Nc1ccccc1)/C(=C\c1ccccc1)NC(=O)c1ccco1,-1.6,1302,.,.,.,.,i,0.2,-0.3%,i,56,.,.,.,0,693,0.8,950
N/C(CCS(=O)(=O)c1ccc(Cl)cc1)=N\OC(=O)c1ccccc1Cl,-0.9,1119,.,.,.,.,i,0.6,-0.5%,i,33,.,.,.,-2,689,0.1,1375
COC(=O)c1cn(NC(=O)/C=C/c2cccc(OC)c2OC)c(=O)c2ccccc12,-1.2,594,i,-2,-8,-18,.,.,-1.1%,i,43,1.9,2.2,5.9,23,783,-0.19,1229
Cc1ccc(-c2nnn(CC(=O)NCCc3ccc4c(c3)OCO4)n2)o1,-3.6,1114,i,-11,-12,8,i,0.8,0.0%,i,38,2.8,3.3,10,-7,748,-0.19,1313
CSCCC(NC(=O)c1ccc([N+](=O)[O-])cc1Cl)C(=O)OCC(=O)NC1CCCC(C)C1C (stereo not drawn),.,.,i,-3,8,-20,i,0.5,-0.5%,i,22,1.9,1.6,4.4,20,681,1.1,1439
S=C(NCc1ccccn1)Nc1ccc(Cl)cc1,2.6,1301,i,-1,-6,3,i,0.4,0.3%,i,36,2.0,1.0,4.7,.,.,-0.53,1885
O=C(O)CCS(=O)(=O)Cc1ccccc1Cl,-1.1,1192,i,2,0,-4,i,4.1,0.2%,i,36,1.5,1.4,18,18,775,-0.65,1019
COc1ccc(NS(=O)(=O)c2cccc3nonc23)c(OC)c1,-0.8,464,i,3,-4,-11,i,0.7,-0.6%,i,3,5.4,2.2,15,2,716,0.48,1125
O=C(NC(Cc1ccccc1)C(=O)O)c1ccc(S(=O)(=O)N2CCOCC2)cc1 (stereo not drawn),.,.,i,2,-12,10,i,8.7,0.6%,i,24,2.1,1.6,3.0,12,718,0.63,1168
CC1=C(C(=O)Nc2ccccn2)C(c2ccc(Cl)cc2Cl)NC(=S)N1 (stereo not drawn),-0.5,1099,i,-1,4,9,i,0.1,-0.4%,i,41,2.1,2.0,1.5,3,690,-0.06,1240

# One compound at a time, as listed above. Order of values: bCat nuc transl | bCat nuc transl cell count 5 µM | Autophagy mod | Autophagy mod cell loss 18 h | WT yeast gro inh | WT yeast gro inh mutant strain | Myeloid diff MLP | Myeloid diff MLP GFP+ MAC1+ % | West Nile virus CPE | T cell modulator | T cell modulator vesicle-bound % | MT stabilize HCS | MT stabilize HCS Hoechst-high % | MT stabilize HCS cytotoxicity % | Lipid droplet | Lipid droplet cells 6.5 µM | Ins promoter up | Ins promoter up cell count
# Listed for `Cc1ccc(C)c(N(CC(=O)NC2CCCCC2)C(=O)CNC(=O)c2ccco2)c1` → . | . | . | . | . | . | i | 1.9 | -0.8% | i | 54 | . | . | . | -8 | 772 | . | .
# Listed for `COC(=O)c1cn(NC(=O)/C=C/c2cccc(OC)c2OC)c(=O)c2ccccc12` → -1.2 | 594 | i | -2 | -8 | -18 | . | . | -1.1% | i | 43 | 1.9 | 2.2 | 5.9 | 23 | 783 | -0.19 | 1229
# Listed for `COc1ccc(-c2nc(=S)c3c([nH]2)Oc2ccc(C)cc2C3)cc1O` → -5.4 | 497 | i | 5 | 13 | 2 | i | 0.3 | -0.1% | i | 53 | 3.1 | 2.1 | 5.7 | -24 | 683 | 0.19 | 1227
# Listed for `COC(=O)COc1ccc(S(=O)(=O)NCc2ccc3c(c2)OCO3)cc1` → . | . | . | . | . | . | i | 0.4 | -0.2% | i | 57 | . | . | . | 4 | 799 | . | .
# Listed for `O=C1OCCC1Sc1ncnc2sccc12` (stereo not drawn) → -1.8 | 1087 | i | 2 | 11 | 18 | i | 0.4 | 0.3% | i | 38 | 2.5 | 2.3 | 12 | -2 | 592 | -1.3 | 1334
